# CHRM1 antagonist: blocks human M1 muscarinic receptor; CHO-K1 hM1, Fluo-8 calcium fluorescence, ACh EC80 antagonist; inhibition, % at 3 µM; hit rate 1.3% among 360,000;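 active = percent inhibition above its own plate's cutoff, namely the mean of that plate's compound wells plus 3 SD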;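 note: peak over basal fluorescence ratio during 140 s after agonist addition; 0% = ACh EC80 plus DMSO and 100% = DMSO alone without agonist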
# Target sequence (P11229 whole entry, looked up): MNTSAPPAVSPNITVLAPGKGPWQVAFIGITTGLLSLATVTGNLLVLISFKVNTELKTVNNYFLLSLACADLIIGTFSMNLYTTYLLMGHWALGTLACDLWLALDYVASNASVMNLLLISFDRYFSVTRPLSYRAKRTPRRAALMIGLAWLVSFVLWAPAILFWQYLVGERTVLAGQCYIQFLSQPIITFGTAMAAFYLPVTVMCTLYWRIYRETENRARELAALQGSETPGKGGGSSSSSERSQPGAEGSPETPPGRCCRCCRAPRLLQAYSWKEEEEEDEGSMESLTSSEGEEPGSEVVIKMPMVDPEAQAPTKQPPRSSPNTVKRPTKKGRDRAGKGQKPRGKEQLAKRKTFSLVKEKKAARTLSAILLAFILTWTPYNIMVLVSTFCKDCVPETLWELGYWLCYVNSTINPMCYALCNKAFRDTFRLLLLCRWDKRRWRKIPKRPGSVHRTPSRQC
# TAAR1 antagonist: antagonists of human TAAR1. Q96RJ0. CHO RD-HGA16 TAAR1, Fluo-8 calcium fluorescence, antagonist. hit rate 1.5% among 360,000. inhibition, % at 3 µM;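 active = inhibition above a per-plate cutoff, the mean inhibition of test compounds on that plate plus 3 SD, cut at about 49% in these data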;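 note: 0% = DMSO plus EC80 beta-PEA response and 100% = DMSO alone without agonist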
# Target sequence (Q96RJ0 whole entry, looked up): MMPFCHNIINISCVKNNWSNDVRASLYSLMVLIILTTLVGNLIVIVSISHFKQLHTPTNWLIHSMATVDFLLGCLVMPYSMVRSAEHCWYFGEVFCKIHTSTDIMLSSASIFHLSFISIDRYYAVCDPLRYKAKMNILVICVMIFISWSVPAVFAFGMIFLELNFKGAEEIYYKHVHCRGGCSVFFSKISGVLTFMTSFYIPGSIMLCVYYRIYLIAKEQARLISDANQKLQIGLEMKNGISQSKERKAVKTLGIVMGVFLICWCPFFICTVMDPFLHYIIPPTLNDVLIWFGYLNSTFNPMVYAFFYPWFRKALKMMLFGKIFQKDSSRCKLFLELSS
#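 Material: CHO RD-HGA16 cells bearing hTAAR1; compound dosing: one-point dosing, 3 µM nominal final; schedule: dye loading 75 min at 37 °C, then 30 min room temperature; measured by: calcium fluorescence with Fluo-8; control set: vehicle and agonist controls; replication: n of 1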
# CHO parental Ca: signal in parental CHO cells, OX1R antagonist counter-screen; inhibition, % at 5.6 µM; hit rate 0.63% among 330,000; AID 463079; parental CHO-K1, ATP-induced calcium, Fluo-8 fluorescence;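 active = inhibition above that plate's mean sample inhibition plus 3 SD, cut at about 26% in these data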;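 note: 0% = ATP-challenged DMSO wells and 100% = DMSO wells without ATP; some compounds past the cut are filed as inactive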
#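 test system = CHO parental line | reagent = ATP stimulus | measured by = intracellular calcium via Fluo-8 no-wash fluorescent dye | control set = ATP and no-ATP DMSO wells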
# OXTR potentiate: potentiators of human oxytocin receptor; activation, % at 3 µM; CHO-OTR cells, Fluo-8 calcium fluorescence, potentiator mode; 0% = oxytocin EC15, 100% = EC100; hit rate 0.061% among 320,000; P30559;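 active = activation above that plate's cutoff, the mean activation of tested compounds plus 3 SD, cut at about 6.6% in these data, passing the limit was not always enough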;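 note: 100% uses oxytocin at 75 nM as the full agonist control; some results filed as inactive read as strong as hits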
#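 System: human OTR in CHO cells / Also added: sub-maximal oxytocin, roughly EC15 / Control set: EC15 oxytocin low, 75 nM oxytocin high / Schedule: 6 min compound pre-incubation at room temperature, 100 s kinetic read / Compound: single-point 3.0 µM / Replication: singlicate / Technique: Fluo-8 calcium dye fluorescence / Read-out basis: % activation of max/min ratio relative to oxytocin controls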
# CHO-K1 Ca antag: nonselective inhibitor or artifact in parental CHO-K1 cells. inhibition, % at 3 µM. hit rate 0.6% among 360,000. ATP-induced calcium, Fluo-8 fluorescence;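 active = inhibition above a per-plate cutoff, the plate's mean sample inhibition plus 3 SD, cut at about 24% in these data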;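 note: 0% = DMSO plus EC80 ATP and 100% = DMSO alone without ATP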
# M1 PAM parental: nonselective activator or artifact in parental CHO-K1 calcium assay. hit rate 0.02% among 360,000. ATP EC20, Fluo-8 calcium fluorescence; 0% at ATP EC20, 100% at ATP max. activation, % at 3 µM. AID 602247;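 active = activation above the run cutoff, the mean activation of all test compounds plus 3 SD, cut at about 40% in these data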;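 note: peak over basal fluorescence ratio in a 140 s read after ATP addition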
# CHO-K1 Ca ag: M1 agonist counterscreen hit in parental CHO-K1 cells | Fluo-8 calcium fluorescence; scaled to maximal ATP response, vehicle zero | activation, % at 3 µM | hit rate 0.48% among 360,000 | AID 602248; in the data active = activation above about 15%;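 note: untransfected CHO-K1 host cells lacking M1 receptor as counterscreen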
# TAAR1 ag: human TAAR1 agonism | hit rate 0.99% among 360,000 | CHO RD-HGA16 TAAR1, Fluo-8 calcium fluorescence; vehicle wells 0%, saturating PEA agonist 100% | activation, % at 3 µM;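 active = activation above the mean activation of all test compounds in the run plus 3 SD, cut at about 38% in these data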
#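 Repeats: no replicates (n 1) | Material: CHO-derived RD-HGA16 cells with stable Gα16 and human TAAR1 | Technique: Kinetic Fluo-8 calcium fluorescence | Schedule: 17-24 h seeding, 75 min 37 °C dye, 30 min RT | Evaluation: % activation from peak over basal fluorescence ratio, DMSO-to-PEA scaled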
# M1 ag: agonists of human M1 muscarinic receptor; P11229; CHO-K1 hM1, Fluo-8 calcium fluorescence, agonist mode; 0% DMSO, 100% acetylcholine EC100; activation, % at 3 µM; hit rate 0.33% among 360,000; AID 588814;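 active = activation above the run's mean compound activation plus 3 SD, cut at about 16% in these data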;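 note: peak over basal fluorescence ratio within a 140 s kinetic read after compound addition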
# Active calls of the source: *; . = not tested or not shown.
SMILES,TAAR1 ag,CHRM1 antagonist,CHO-K1 Ca antag,TAAR1 antagonist,CHO parental Ca,OXTR potentiate,M1 PAM parental,CHO-K1 Ca ag,M1 ag
CCCCNC(=O)C1c2ccccc2OCC(=O)N1CCc1c[nH]c2ccccc12 (stereo not drawn),1,.,-11,2,.,.,20,1.1,.
COCCNC(=O)C1(C)CCN(Cc2cccc(Oc3ccccc3)c2)C1 (stereo not drawn),2,2,-4,-4,.,.,-3,0.1,-9
CN(CC(=O)Nc1ccc(F)c(F)c1F)C(=O)C1CCCN1C(=O)c1cccs1 (stereo not drawn),1,-26,-1,-2,.,.,13,0.9,0
N#Cc1ccc(CN2CCN(C(=O)c3ccc(S(=O)(=O)NCc4ccco4)cc3)CC2)cc1,4,3,-12,22,-25,-7,4,5.6,-2
COc1cc2[nH]c(C(=O)NCCc3ccccc3)cc2c(OC)c1OC,9,-6,-13,0,-13,-4,1,2.2,-2
Cc1ccc(C(=O)NC2CC(C)(C)NC(C)(C)C2)cc1Cl,-1,-15,-4,-6,-6,-5,19,-0.1,-2
Cn1nc(C(F)(F)F)c(-c2cccc(C(F)(F)F)c2)c1NC(=O)CSCC(=O)O,8,-12,-8,-29,-5,-2,18,0.9,10
CCCc1nnc(NC(=O)OCC)s1,9,9,-9,2,0,-6,12,2.2,-7
COC(=O)NC1(C(F)(F)F)C(=O)Nc2c1c(=O)n(C)c(=O)n2C (stereo not drawn),2,-3,-14,-18,-7,-4,14,0.0,-5
Cc1nc(-c2ccccc2)c(Cc2ccccc2O)c(=O)[nH]1,1,-4,-6,-12,-12,-8,-6,1.2,-4
COc1cc(C(=O)NCCCOC(C)C)ccc1OC1CCN(C(C)=O)CC1,3,-24,-9,-21,.,.,13,0.7,2
COCCCN1C(=O)C(O)=C(C(C)=O)C1c1ccccn1 (stereo not drawn),5,-10,-15,8,-1,-8,21,0.8,-3
CCCCN(CCCC)CC(O)COc1ccc(Br)cc1 (stereo not drawn),4,4,18,-32,-23,1,-6,0.9,-4
COc1ccc(C(=O)N2CCN(Cc3ccccc3)CC2)cc1[N+](=O)[O-],0,6,1,6,4,2,14,1.6,-1
CC(C)(C)c1ccc(OCC(=O)N(Cc2cccs2)C2CCS(=O)(=O)C2)cc1 (stereo not drawn),8,24,14,-4,-6,-8,-11,5.0,-1
Cc1ccc(OCCOC(=O)c2cccc(S(=O)(=O)N3CC(C)OC(C)C3)c2)cc1 (stereo not drawn),3,0,-7,22,-1,-7,19,1.4,0
O=C(NCc1ccco1)c1cc(S(=O)(=O)N2CCCC2)ccc1Cl,0,2,13,-26,-15,-2,-20,0.0,-1
CC(C)CNC(=O)[C@@H]1CSC2c3ccccc3C(=O)N21 (stereo partly drawn),3,-12,2,-5,.,.,-7,0.9,-5
COc1ccc(NC(=O)NC(C)c2ccc3c(c2)OCO3)cc1OC (stereo not drawn),0,-4,0,-21,-5,-10,-4,0.8,0
O=C(O)c1cc(Br)ccn1,9,-3,0,-5,-4,-1,13,0.2,-6
CN(Cc1ccncc1)C1CC(=O)N(c2ccc(Cl)cc2)C1=O (stereo not drawn),5,6,3,2,-9,-13,-4,1.2,-1
CC(OC(=O)CC1CCCC1)C(=O)Nc1ccc(Cl)cn1 (stereo not drawn),3,-15,-5,2,-9,-5,-2,-0.5,-3
CCCn1c(N)c(C(=O)CSc2nnc(Cc3cccs3)n2C2CC2)c(=O)n(C)c1=O,2,8,-4,8,-11,-3,14,0.5,-7
CC(=O)c1cccc(OCc2cc(C(=O)N3CCSCC3)no2)c1,2,-7,0,-22,-15,1,-2,11,-2
COc1ccc(-c2cc3ccc(OCC(N)=O)cc3oc2=O)cc1OC,3,-4,-10,4,-9,-5,-2,2.9,1
O=C1OCCN1C(=O)[C@H]1[C@H](c2ccccc2)C(c2ccccc2)=NN1c1ccc(Br)cc1,1,-10,-17,-43,-12,.,14,1.6,-3
COc1ccc(CCNC(=O)c2cc3c(cc2Cl)N2CCCCCC2=NS3(=O)=O)cc1,2,-3,-11,-6,-13,-8,-13,0.6,-7
COc1ccccc1NC(=O)c1ccc(COc2ccccc2Br)o1,4,-3,-20,31,-41,-18,9,-0.6,-5
O=C(OCc1nnc(-c2ccccc2)o1)c1ccc(Br)o1,2,-3,14,-14,-8,2,-24,0.2,-3
CN(CCc1ccccc1)C(=O)c1ccc(NC(=O)Cc2ccc(NC(=O)C3CCCN(C(=O)C4CCCC4)C3)cc2)cc1 (stereo not drawn),-1,17,14,-3,.,.,2,-0.2,3
COc1cc(CC(=O)Nc2ccccc2N2CCCCC2)cc(OC)c1OC,4,-3,2,4,-20,-8,1,0.0,-9
O=C(Nc1nnc(SCc2ccc(F)cc2)s1)c1cccnc1Cl,-1,7,-6,-13,-13,-9,7,1.3,0
CC(C)=CCC/C(C)=C/CNC(=O)C[C@H]1C[C@H](C(=O)N(C(C)C)C(C)C)[C@@]2(C)c3[nH]c4cc(-c5ccco5)ccc4c3CCN2C1=O,0,-11,-10,-19,-37,.,8,0.2,-6
Cc1cccc(N2CCN(CC(=O)Nc3ccccc3[N+](=O)[O-])CC2)c1C,3,-1,1,12,-13,-11,15,0.6,-2
Cc1csc(NC(=S)NC(=O)c2ccccc2)n1,5,-4,-16,-14,-7,-7,19,2.2,-4
CCCC1(c2ccccc2)NC(=O)N(CC(=O)Nc2cc(S(=O)(=O)N3CCOCC3)ccc2Cl)C1=O (stereo not drawn),3,-8,-13,8,-10,-2,17,2.6,-4
Cc1ccnc2nc(C(=O)OC(C)C(=O)NCc3ccccc3)nn12 (stereo not drawn),6,-10,-8,8,-6,-5,9,1.7,-2
CC(C)(C)c1cnnn1-c1ccc([N+](=O)[O-])cc1,4,-1,-13,-1,-9,1,20,0.1,-6
COc1cc(OC)cc(C(=O)OCC(=O)Nc2ccc3[nH]c(=O)[nH]c3c2)c1,0,-8,-6,-12,-1,-5,-2,1.5,-1
O=C(COC(=O)c1cccc(Cl)c1)NCCN1C(=O)CSC1=O,2,-4,-10,-6,-9,-11,9,0.4,-5
CCn1c(SCC(=O)Nc2ccc3c(c2)OCCO3)nnc1-c1ccco1,4,5,-3,1,-10,1,17,2.0,-5
COc1ccc(C=O)cc1OC1C=CCCC1 (stereo not drawn),1,15,0,1,-3,-3,5,4.4,-4
Cc1ccccc1C(=O)NC(CC(C)C)C(=O)Nc1ccc(S(N)(=O)=O)cc1 (stereo not drawn),0,-4,-16,-3,-15,-3,19,0.6,-4
CCN(CC)C(=O)[C@H]1C[C@H](CC(=O)NCc2cccc(C(F)(F)F)c2)C(=O)N2CCc3c([nH]c4cc(-c5ccco5)ccc34)[C@]12C,.,-4,-12,.,-19,.,11,-0.7,-5
Cc1ccc(C)c(NC(=O)CSc2sc3c(O)cc(=O)[nH]c3c2C#N)c1,25,-1,-14,-23,-1,-5,5,0.2,-4
COc1ccc(OC)c(N(CC(=O)NCc2cccnc2)S(C)(=O)=O)c1,7,3,-11,-2,7,2,19,0.9,-1
CC(C)[C@@H](C(=O)OCC(=O)Nc1ccc2c(c1)OCO2)N1C(=O)c2ccccc2C1=O,23,-6,-3,15,-34,-12,26,2.1,-3
CC1(C(=O)NCC2CC2)CCN1C(=O)C1(c2ccc(Cl)cc2)CC1 (stereo not drawn),1,3,1,10,.,.,1,0.1,-4

# Arranged by heavy-atom count (ascending): four of the compounds above
SMILES,TAAR1 ag,CHRM1 antagonist,CHO-K1 Ca antag,TAAR1 antagonist,CHO parental Ca,OXTR potentiate,M1 PAM parental,CHO-K1 Ca ag,M1 ag
CC(C)CNC(=O)[C@@H]1CSC2c3ccccc3C(=O)N21 (stereo partly drawn),3,-12,2,-5,.,.,-7,0.9,-5
COCCCN1C(=O)C(O)=C(C(C)=O)C1c1ccccn1 (stereo not drawn),5,-10,-15,8,-1,-8,21,0.8,-3
COc1ccc(NC(=O)NC(C)c2ccc3c(c2)OCO3)cc1OC (stereo not drawn),0,-4,0,-21,-5,-10,-4,0.8,0
COc1ccc(CCNC(=O)c2cc3c(cc2Cl)N2CCCCCC2=NS3(=O)=O)cc1,2,-3,-11,-6,-13,-8,-13,0.6,-7

# (list continues)
SMILES,TAAR1 ag,CHRM1 antagonist,CHO-K1 Ca antag,TAAR1 antagonist,CHO parental Ca,OXTR potentiate,M1 PAM parental,CHO-K1 Ca ag,M1 ag
O=C(NCc1ccccc1)c1cc(C2COCCN2C(=O)C/C=C/c2ccccc2)on1 (stereo not drawn),0,-11,-8,22,.,.,8,2.2,-2
CCCCNC(=S)NNc1c(Cl)cc(Cl)cc1Cl,-2,7,-9,-20,7,-18,13,0.4,-7
Cc1ccc(S(=O)(=O)CCC(=O)OCC(=O)Nc2sccc2C#N)cc1,5,-20,-8,-4,.,.,6,1.9,0
C[C@H]1CN([C@@H](C)CO)C(=O)CCCn2cc(nn2)CO[C@@H]1CN(C)C(=O)Nc1ccccc1C(F)(F)F,4,-6,-4,2,.,.,1,0.4,-2
Cc1ccc(NC(=O)C2CC(=O)N(Cc3ccco3)C2)cc1 (stereo not drawn),1,-3,-6,-9,1,-5,5,0.9,-4
N#Cc1cccc(NC(=O)CN2NS(=O)(=O)c3ccccc3C2=O)c1,9,4,-5,-15,-4,-11,11,0.5,-3
O=C1CS/C(=C\[N+](=O)[O-])N1c1ccccc1,1,-2,5,-4,0,-6,1,0.5,-1
O=C(CN1C(=O)NC2(CCCCCC2)C1=O)N1CCN(S(=O)(=O)c2ccccc2)CC1,10,-4,-13,1,-6,-7,-11,-0.1,-9
O=c1cc(NC2CCCCC2)[nH]c(=O)[nH]1,1,-5,0,-9,-12,1,7,0.9,-4
CO[C@@H]1O[C@@H]2COC(c3ccccc3)O[C@@H]2[C@@H](OC)[C@@H]1O (stereo partly drawn),1,-18,-5,9,-8,-18,10,0.3,-1
COc1ccc(NS(=O)(=O)c2ccc(OC)c(OC)c2)cc1OC,10,10,2,3,4,-20,-6,1.7,0
N#Cc1nc(COc2ccc(Br)cc2)oc1NCCCn1ccnc1,0,-21,-2,3,-1,-6,-1,0.3,-4
O=C(NC(C(=O)N/N=C/c1cc([N+](=O)[O-])ccc1O)c1n[nH]c(=O)c2ccccc12)c1ccccc1 (stereo not drawn),3,-9,-5,-1,-19,-6,6,0.4,-2

# High-throughput results from PubChem BioAssay.
